esBAF inh: blocks esBAF chromatin remodeling in mouse ES cells | Bmi1-luciferase knock-in reporter, 24 h; 100% = twice the neutral-well signal | reporter increase, % at 12.5 µM | AID 602393 | 350,000 tested, 2% active; in the data active means activation above about 40%; inconclusive means no clear call, values can overlap the other calls;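 further: 0% = median of the plate's neutral control wells and 100% = double that signal; a rise in the Bmi1 reporter signal indicates esBAF inhibition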
ERAP1 inh: inhibitors of human ERAP1 aminopeptidase | recombinant ERAP1, Leu-AMC fluorescence, 60 min | inhibition, % at 10.7 µM | 340,000 tested, 0.15% active;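 active means mean replicate inhibition of at least 30%, or all replicates individually reaching that 30% level; inactive means mean below 30% and not every replicate reaching it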;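 further: 0% = neutral control wells and 100% = L-leucinethiol positive control wells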
ERp5 block: inhibitors of human ERp5; ERp5 insulin aggregation, absorbance 650 nm, 90 min; inhibition, % at 9.99 µM; 350,000 tested, 0.05% active; AID 651711;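 active means mean replicate inhibition above about 25%, with every replicate also reaching it, limit read from the data, passing the limit was not always enough; inconclusive means only one of those two criteria met; inactive means neither criterion met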
Xi reactivation: activators of X-chromosome reactivation in mouse fibroblasts; XiGFP mouse fibroblasts, % GFP-positive cells imaging, 3 d; cells co-treated with 5-aza-dC sensitizer; scaled so ellipticine positive control = 100%; activation, % at 7.58 µM; 360,000 tested, 0.055% active;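 active means mean normalized replicate activation at least 10% and every replicate at or above 10%; inconclusive means only one of the two criteria met; inactive means mean below 10% and not all replicates reach 10%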;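 further: 0% = median of on-plate neutral control wells and 100% = ellipticine 6 µM median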
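material = 68-5-11 XiGFP fibroblast line | medium = DMEM plus 5-aza-dC sensitizer | schedule = 3 days compound exposure | benchmarks = positive control ellipticine, 6 µM final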
RAD52 anneal inh: inhibitors of human RAD52 DNA annealing; P43351; recombinant RAD52 DNA annealing, FRET fluorescence; inhibition, % at 18.7 µM; 360,000 tested, 0.46% active; AID 651710;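 active means every replicate showing at least 50% inhibition; inconclusive means mean inhibition at least 50% but not in every replicate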
S100A4 MyoIIA: inhibitors of human S100A4 binding to myosin IIA peptide; inhibition, % at 10.7 µM; 360,000 tested, 0.14% active; AID 652163; S100A4/TAMRA-MyoIIA peptide fluorescence polarization;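 active means mean inhibition of at least 70% across replicates, with every replicate also reaching that level; inconclusive means mean inhibition reaches 70% but some replicates fall short; inactive means mean inhibition below 70%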
Target sequence (P26447 whole entry, looked up): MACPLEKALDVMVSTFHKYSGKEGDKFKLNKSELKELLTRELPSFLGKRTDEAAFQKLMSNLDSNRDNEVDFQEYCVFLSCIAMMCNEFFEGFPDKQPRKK
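Material: S100A4 monomer protein | Medium: HEPES pH 7.2 with CaCl2, KCl, NaCl, DTT, Triton | Reagent: Labelled myosin peptide probe, 5 nM | Doses: One dose per compound | Times: 5 min incubation before reading | Benchmarks: Neutral control DMSO, positive control TFP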
RAD54 branch: blocks human RAD54 Holliday junction branch migration. FAM/BHQ fluorescence. 360,000 tested, 0.14% active. Q92698. inhibition, % at 10.4 µM;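 active means mean normalized replicate activity at least 40 and at least half of replicates scoring 40 or more; inconclusive means only one of the two criteria met; inactive means mean below 40 and under half of replicates reaching 40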;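 further: 0% = median of neutral control wells and 100% = median of positive control wells; inhibitors cause a drop in the FAM fluorescence signal; in these data hits start at about 50%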
E-sel inducer: induces E-selectin expression in human endothelial cells; AID 686992; P16581; activation, % at 7.58 µM; HUVEC E-selectin immunofluorescence imaging; normalized: neutral wells 0, TNF-alpha wells 100; 260,000 tested, 0.37% active;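 active means mean E-selectin-positive cell signal at least 10% of the positive control, reached in at least 60% of replicates, without over 20% cell loss; inconclusive means no rule given, readout overlaps actives, possibly toxicity-flagged; inactive means the rest, including those meeting only one limit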;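 further: in these data hits start at about 27%; measured in HUVEC primary endothelial cells; signal is the percent of cells scored E-selectin positive by PE staining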
Target sequence (P16581 whole entry, looked up): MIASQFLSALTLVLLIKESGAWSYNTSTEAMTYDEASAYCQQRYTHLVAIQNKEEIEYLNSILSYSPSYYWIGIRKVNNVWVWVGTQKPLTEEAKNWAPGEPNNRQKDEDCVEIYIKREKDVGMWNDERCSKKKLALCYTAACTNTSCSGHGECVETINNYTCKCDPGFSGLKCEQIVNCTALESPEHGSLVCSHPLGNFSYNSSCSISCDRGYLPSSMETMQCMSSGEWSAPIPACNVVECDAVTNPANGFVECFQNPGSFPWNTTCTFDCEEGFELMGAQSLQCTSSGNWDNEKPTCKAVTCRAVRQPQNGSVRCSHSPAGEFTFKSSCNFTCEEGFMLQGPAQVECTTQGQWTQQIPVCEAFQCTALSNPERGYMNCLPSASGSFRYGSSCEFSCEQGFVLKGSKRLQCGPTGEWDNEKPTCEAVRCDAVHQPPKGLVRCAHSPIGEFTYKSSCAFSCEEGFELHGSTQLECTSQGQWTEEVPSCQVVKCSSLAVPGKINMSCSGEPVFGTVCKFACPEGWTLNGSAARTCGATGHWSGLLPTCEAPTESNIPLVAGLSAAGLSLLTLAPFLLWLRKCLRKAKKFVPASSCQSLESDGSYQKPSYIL
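Assay system: HUVEC primary endothelial cells. Input: 3,000 HUVEC seeded per well. Doses: one compound dose added by pin transfer. Read-out basis: % PE-positive cells. Benchmarks: TNF-alpha high, DMSO low. Detection: immunofluorescence imaging. Buffer or medium: EGM-2, gelatin.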
* = called active by the depositor; ? = inconclusive; . = no result given.

SMILES | esBAF inh | ERAP1 inh | ERp5 block | Xi reactivation | RAD52 anneal inh | S100A4 MyoIIA | RAD54 branch | E-sel inducer
Cc1cc(C)c2c(NC(=S)NC(=O)c3ccccc3)nn(C)c2n1 | . | -1 | -2 | 0.0 | 3 | 0 | . | 0.5
O=C(c1cccc(F)c1)N1CC(=O)N2[C@H](C1)[C@H](c1ccc(C#Cc3ccc(F)cc3)cc1)[C@@H]2CO | . | 0 | 6 | 0.1 | -12 | -41 | . | -0.1
Cc1ccc2c(c1)NC(=O)C(CC(=O)NCCCN1CCCC1=O)O2 (configuration not stated) | 3 | -3 | -1 | 0.4 | -15 | -2 | 9 | .
COc1ccc(C2/C(=C(/O)c3ccc(C)cc3)C(=O)C(=O)N2CC2CCCO2)cc1OC (configuration not stated) | . | -8 | 0 | 0.1 | -4 | 14 | -1 | .
CCCCn1c(N)c(N(Cc2ccccc2OC)C(=O)C(C)Oc2ccc(F)cc2)c(=O)[nH]c1=O (configuration not stated) | . | -1 | -2 | 0.0 | -11 | 3 | . | -0.8
COCC#Cc1cnc2c(c1)C(=O)N([C@H](C)CO)C[C@@H](C)[C@H](CN(C)C(=O)Cc1ccncc1)O2 | 4 | 1 | -1 | -1.1 | -28 | 11 | 3 | 0.2
CCOC(=O)c1cnc2c(OC)cccc2c1Oc1ccccc1 | 5 | 0 | 2 | 0.0 | -10 | -5 | -8 | .
C[C@@H]1CN([C@@H](C)CO)C(=O)Cc2cc(NC(=O)NC3CCCCC3)ccc2O[C@@H]1CN(C)C(=O)Nc1ccc2c(c1)OCO2 | 1 | 2 | 6 | 0.0 | 10 | 9 | -1 | -13
O=C(NNc1nc(=O)c2cccnc2s1)c1ccccc1O | . | -5 | -3 | 0.0 | -1 | 2 | . | .
CCCc1cc2c(=O)c(-c3nc4ccccc4s3)c(COCC(=O)O)oc2cc1O | . | 7 | 0 | 0.0 | -30 | -2 | . | .
CCCCN(C)CCNC(=O)CN1C(=O)CSc2ccc(S(=O)(=O)N3CCCC3)cc21 | -3 | -3 | 0 | 0.0 | -12 | -1 | 9 | .
C[C@@H]1CN([C@@H](C)CO)C(=O)c2cc(NS(C)(=O)=O)ccc2O[C@H]1CN(C)C(=O)Nc1ccc(F)cc1 | 4 | -1 | 0 | -0.4 | 6 | 7 | 4 | .
Cc1ccc(C)c(C(C)NC(=O)CC#N)c1 (configuration not stated) | . | -2 | 2 | 0.0 | -2 | 1 | . | .
CCCc1c(-c2ccc(F)cc2F)ncn1Cc1ccccc1OC | . | -5 | -1 | 0.0 | -1 | -2 | . | -0.1
CC(C)c1ccc(NC(=S)N2CCN(S(=O)(=O)c3ccccc3)CC2)cc1 | 12 | 2 | -2 | 0.3 | -18 | -15 | -4 | .
CCOc1ccc(CCN2C(=S)N([C@@H](CC(C)C)CN3CCC[C@@H]3CN3C(=S)NC[C@@H]3CC(C)C)C[C@@H]2CC(C)C)cc1 | 1 | . | 3 | -0.1 | -16 | 1 | -4 | 5.0
O=C(Cn1ccc([N+](=O)[O-])n1)NCc1ccccc1 | -2 | . | 5 | 0.3 | -12 | -1 | -15 | 0.7
CC(=O)N1CCc2cc(N=NC3=C(O)CCCC3=O)ccc21 | 19 | 6 | 1 | 0.0 | -76 | -1 | 1 | .
COc1cccc(C(=O)Nc2ccc3c(c2)C(=O)N(C)C[C@@H](OC)[C@@H](C)CN[C@@H](C)CO3)c1 | -4 | 2 | 5 | -0.5 | -5 | 0 | -4 | -0.3
O=C(COC(=O)c1ccc(Cl)nc1)c1ccc2c(c1)OCCO2 | . | -1 | 2 | 0.1 | -38 | -1 | . | 3.4
Cn1c(CSc2ncccn2)nnc1SCC(=O)N1CCCCCC1 | 7 | -3 | 6 | -0.1 | -13 | 7 | 3 | 0.1
COc1ccc(C(=O)COC(=O)C(O)c2ccccc2)c(OC)c1 (configuration not stated) | 67* | 4 | 7 | 0.1 | -3 | -2 | -5 | .
COc1cc(C2CC(=O)Oc3c(C(CCN4CCN(c5ccccc5)CC4)c4ccc(N(C)C)cc4)c(OC)cc(OC)c32)cc(OC)c1OC (configuration not stated) | -4 | . | 3 | 0.0 | -5 | 5 | 3 | 0.3
CC(NC(=S)Nc1ccc(OC(F)F)cc1)c1ccc(F)cc1 (configuration not stated) | . | 0 | 3 | -0.1 | -16 | -7 | . | .
CNc1cncc(-c2cc(OC)ccc2OC)n1 | 8 | -1 | -5 | 0.2 | -14 | -3 | 5 | 0.1
Going on with the list:
SMILES | esBAF inh | ERAP1 inh | ERp5 block | Xi reactivation | RAD52 anneal inh | S100A4 MyoIIA | RAD54 branch | E-sel inducer
CO[C@@H]1CN(C)C(=O)c2ccc(NS(=O)(=O)c3ccccc3)cc2OC[C@H](C)N(Cc2nccs2)C[C@@H]1C | 1 | 1 | -4 | 0.3 | 12 | -7 | -14 | -0.1
CN(CC(=O)Nc1ccccc1F)S(=O)(=O)c1ccc2c(c1)n(C)c(=O)c(=O)n2C | . | . | 0 | -0.2 | -10 | -4 | . | -0.4
C=CCN1C=C/C(=C\C=C(C#N)C#N)c2ccccc21 | . | -2 | 2 | 0.0 | 5 | -56 | . | .
O=C(C[C@H]1CC[C@H]2[C@@H](COC[C@H](O)CN2Cc2cccc(F)c2)O1)NCCc1ccncc1 | 1 | 0 | 5 | 0.0 | 0 | 2 | 1 | 0.0
COc1cc2nc(CN3CCC(Cc4ccccc4)CC3)[nH]c(=O)c2cc1OC | -1 | 0 | -2 | 0.0 | -17 | -7 | -1 | 15
COc1ccc(S(=O)(=O)Nc2ccc3c(c2)C(=O)N([C@@H](C)CO)C[C@@H](C)[C@@H](CN(C)C(=O)C2CCCCC2)OCCCC[C@H](C)O3)cc1 | 5 | -1 | -5 | -0.5 | 0 | 0 | -4 | 0.3
N#CCCN(C(=O)CO/N=C/c1cccc([N+](=O)[O-])c1)c1ccccc1 | . | 4 | -4 | 1.7 | 10 | 0 | . | .
CSc1nnc(CNC(=O)C23CC4CC(CC(C4)C2)C3)n1Cc1ccccc1 | . | -1 | 4 | -0.1 | -2 | -1 | . | .
CC1(C)CC(O)C(C(O)c2cccc([N+](=O)[O-])c2)C(C)(C)N1 (configuration not stated) | . | -2 | 4 | 0.0 | -4 | 9 | . | 1.6
CCOc1cccc(CN2CCCC(N3CCN(c4cccc(Cl)c4)CC3)C2)c1O (configuration not stated) | -3 | -1 | -2 | 0.0 | 13 | -4 | 6 | .
CCCNC(=O)N1CC2(CN(S(C)(=O)=O)C2)c2c(n(C)c3cc(OC)ccc23)[C@@H]1CO | . | 0 | 14 | 0.3 | 17 | 2 | . | -0.2
COCC#Cc1ccc2c(c1)O[C@H](CN(C)C(=O)CC1CC1)[C@@H](C)CN([C@@H](C)CO)S2(=O)=O | -1 | -3 | 4 | 0.0 | 2 | 4 | -9 | -0.1
CC(C)CN(C(=O)COC(=O)c1nc(Cl)ccc1Cl)c1c(N)n(Cc2ccccc2)c(=O)[nH]c1=O | -2 | -2 | 6 | 0.6 | -5 | 3 | 6 | 4.2
COc1cnn(-c2ccc(C)cc2)c(=O)c1Br | . | 2 | 3 | 0.4 | -9 | -7 | . | .
CCOC(=O)C1=C(N)n2c(s/c(=C\c3ccco3)c2=O)=C(C(=O)OCC)C1c1ccco1 (configuration not stated) | -3 | 1 | 11 | . | -16 | -21 | 0 | .
CC1CCN(c2ccc(NC(=O)C3CCCN3S(=O)(=O)c3ccc(F)cc3)cc2)CC1 (configuration not stated) | -6 | 1 | 0 | 0.3 | -16 | -6 | -7 | .
C/C=C\C=C/C(=O)Nc1cccc(C2=NOC3(C2)C[C@@H](C(N)=O)N(C(=O)COc2ccc(Cl)cc2)C3)c1 (some centres not stated) | 1 | 1 | -2 | 0.0 | -55 | ? | 6 | .
C[C@@H]1CN([C@@H](C)CO)C(=O)c2cc(NS(=O)(=O)c3ccc(F)cc3)ccc2O[C@@H](C)CCCCO[C@@H]1CN(C)C(=O)c1ccccc1 | 2 | 0 | -3 | -1.2 | 13 | -1 | -11 | -0.1
COc1cc(C(=O)OCC(=O)NCc2ccc(F)cc2)ccc1OCC(C)C | . | -1 | -12 | 0.1 | -24 | -10 | -4 | -0.1
Cc1nn(CC(=O)NCCCN2CCOCC2)c(C)c1[N+](=O)[O-] | -2 | -1 | 1 | . | -9 | -4 | 2 | .
CC(C)[C@H](NC(N)=O)C(=O)Nc1cccc([N+](=O)[O-])c1 | . | 0 | 3 | 0.1 | -17 | 3 | . | .
COc1ccccc1CCNC(=O)C1CCC(=O)N(C2CCCCCC2)C1 (configuration not stated) | 4 | -1 | 8 | -0.1 | -6 | 2 | -2 | 0.5
CCOC(=O)c1ccccc1OC(=O)NNc1ccccc1 | 0 | -9 | -10 | 1.2 | -7 | -5 | -7 | 0.9
CC=Cc1ccc2n(c1=O)C[C@H]1[C@H](CO)[C@@H](C(=O)NCCc3cn(C)cn3)N(C(=O)C3CCCC3)[C@@H]21 (mixture of isomers) | . | -2 | -1 | 0.2 | 2 | 9 | . | 0.2
CN(C)C(=O)c1c(C(F)(F)F)nn(C)c1Cl | . | 6 | 5 | 0.1 | -9 | 10 | . | .

3 records drawn at random from the list so far:
SMILES | esBAF inh | ERAP1 inh | ERp5 block | Xi reactivation | RAD52 anneal inh | S100A4 MyoIIA | RAD54 branch | E-sel inducer
CC1CCN(c2ccc(NC(=O)C3CCCN3S(=O)(=O)c3ccc(F)cc3)cc2)CC1 (configuration not stated) | -6 | 1 | 0 | 0.3 | -16 | -6 | -7 | .
CO[C@@H]1CN(C)C(=O)c2ccc(NS(=O)(=O)c3ccccc3)cc2OC[C@H](C)N(Cc2nccs2)C[C@@H]1C | 1 | 1 | -4 | 0.3 | 12 | -7 | -14 | -0.1
COc1cc(C(=O)OCC(=O)NCc2ccc(F)cc2)ccc1OCC(C)C | . | -1 | -12 | 0.1 | -24 | -10 | -4 | -0.1

(continued)
SMILES | esBAF inh | ERAP1 inh | ERp5 block | Xi reactivation | RAD52 anneal inh | S100A4 MyoIIA | RAD54 branch | E-sel inducer
C[C@@H]1CN([C@@H](C)CO)C(=O)c2cc(NC(=O)Cc3cn(C)c4ccccc34)ccc2O[C@H]1CN(C)C | -2 | 0 | 0 | 0.0 | 5 | -12 | 11 | -6.5
Cc1ccc(CNC(=S)Nc2cc(C)ccc2OC(F)F)cc1 | . | -1 | 8 | 0.1 | -19 | -4 | -4 | 8.1
CCCCN(C)Cc1c(C(=O)N2CCc3ccccc3C2)nc2ccc(Cl)cn12 | 4 | 10 | 2 | 0.0 | -17 | -4 | 3 | .
CN(Cc1ccccc1)C(=S)Nc1ccc2nc3n(c(=O)c2c1)CCCCC3 | . | 2 | 16 | 0.1 | -8 | 45 | . | .
COc1ccc(NC(=O)N(C)C[C@@H]2Oc3c(NC(=O)C4CCOCC4)cccc3C(=O)N([C@@H](C)CO)C[C@H]2C)cc1 | -3 | -5 | 1 | 0.0 | 25 | 4 | -12 | 0.4
O=C(Nc1ccc(-c2ccccc2)cc1)[C@@H]1[C@@H](CO)[C@@H]2Cn3c(cccc3=O)[C@@H]2N1CC1CCOCC1 | 3 | 0 | 1 | 0.1 | -3 | -10 | -7 | -0.1
O=C(c1ccco1)N(Cc1ccc2c(c1)OCO2)Cc1cc2cc3c(cc2[nH]c1=O)OCO3 | . | 0 | 5 | 0.0 | -16 | -4 | 1 | .
